# aSyn 5UTR inh: MLPCN primary screen, SNCA 5' untranslated region. alpha-synuclein 5'UTR reporter, inhibitor activity. inhibition, % (tested at 7.5 µM). actives 0.82% (n = 300,000). AID 1813, 2009; in the data active = inhibition above about 60%; inconclusive = no clear call, values can overlap the other calls;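 also: H4 neuroglioblastoma cells stably carrying SNCA 5'UTR luciferase fusion; 0% = DMSO wells and 100% = positive control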
# GSK3beta inhib: human GSK3beta kinase inhibitors, primary screen, biochemical, cell-free homogeneous, HTS. AID 2097, 2009. Glycogen synthase kinase-3 beta (Homo sapiens), P49841. GST-GSK3beta kinase, ADP-Glo luminescence, 60 min; active compounds read low. activity score (negative = inhibition), % at 10 µM. actives 0.038% (n = 300,000);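 active = more than half of replicate wells score below -50%, meaning over 50% inhibition versus plate controls; inconclusive = some replicates but at most half score below -50%; inactive = no replicate scores below -50%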;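 also: 0% = median DMSO wells and -100% = median GW8510 positive control wells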
# Target sequence (P49841 whole entry, looked up): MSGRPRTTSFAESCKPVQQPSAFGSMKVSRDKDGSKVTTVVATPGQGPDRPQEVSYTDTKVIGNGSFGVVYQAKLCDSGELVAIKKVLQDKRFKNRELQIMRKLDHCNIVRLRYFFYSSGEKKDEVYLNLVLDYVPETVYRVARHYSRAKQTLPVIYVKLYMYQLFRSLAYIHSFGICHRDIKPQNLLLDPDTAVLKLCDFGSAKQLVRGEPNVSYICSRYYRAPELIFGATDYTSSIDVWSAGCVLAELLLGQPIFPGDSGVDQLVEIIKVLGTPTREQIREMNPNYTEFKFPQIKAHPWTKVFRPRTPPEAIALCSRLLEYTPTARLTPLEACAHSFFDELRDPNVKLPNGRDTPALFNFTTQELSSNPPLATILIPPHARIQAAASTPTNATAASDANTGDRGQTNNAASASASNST
#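 Test system – GST-tagged human GSK3beta kinase, cell-free · Incubation – 60 min enzyme reaction, room temperature · Signal – ADP-Glo luminescence · Also added – peptide substrate and ATP at 25 µM · Controls – DMSO neutral wells and GW8510 at 20 µM as positive · Buffer or medium – Tris/MgCl2 kinase buffer · Measure – Luminescence-derived activity versus plate DMSO and GW8510 wells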
# IEC-6 cytotox: cytotoxicity in IEC-6 intestinal epithelial cells, primary screen, cytotoxicity control for KLF5 inhibitor project, cell-based, luminescence | AID 1825, 2009 | IEC-6 cytotoxicity, luminescence viability | actives 0.78% (n = 290,000) | inhibition, % at 5 µM; in the data active = inhibition above about 22%;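 also: 0% = plate median of test compound wells and 100% = cytotoxic reference compound wells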
# GSK3 alpha inh: blockers of GSK3A enzyme activity – biochemical, luminescence, cell-free homogeneous, HTS, primary screen | actives 0.1% (n = 320,000) | inhibition, % at 10 µM | GSK-3 alpha kinase, ADP-Glo luminescence, 60 min;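 in the data active = inhibition above about 50%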;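 also: GST-tagged GSK-3 alpha with peptide substrate and 25 µM ATP; 0% = DMSO neutral wells and 100% = GW8510 positive control wells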
# Target sequence (P49840 whole entry, looked up): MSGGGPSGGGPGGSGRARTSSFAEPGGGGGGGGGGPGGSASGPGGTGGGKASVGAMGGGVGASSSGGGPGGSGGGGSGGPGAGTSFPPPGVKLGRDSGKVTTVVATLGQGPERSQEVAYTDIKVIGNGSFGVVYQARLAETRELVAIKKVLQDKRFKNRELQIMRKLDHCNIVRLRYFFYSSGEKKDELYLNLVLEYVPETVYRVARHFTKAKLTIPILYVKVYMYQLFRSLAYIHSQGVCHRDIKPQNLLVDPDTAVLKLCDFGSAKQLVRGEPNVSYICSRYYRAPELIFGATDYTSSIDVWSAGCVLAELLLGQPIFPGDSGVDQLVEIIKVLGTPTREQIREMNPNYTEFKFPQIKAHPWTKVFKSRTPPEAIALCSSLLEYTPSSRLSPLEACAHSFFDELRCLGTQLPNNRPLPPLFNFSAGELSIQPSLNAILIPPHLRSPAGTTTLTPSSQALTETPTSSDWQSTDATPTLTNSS
# HSP90 refold inh: HSP90 inhibitors, primary screen, cell lysate, luminescence | Heat shock protein HSP 90 (rabbit reticulocyte lysate; luciferase refolding) | actives 0.91% (n = 290,000) | Rabbit reticulocyte lysate, luciferase refolding luminescence, 3 h | inhibition, % at 5.6 µM;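 active = inhibition above the screen-wide mean plus 3 SD, computed separately per campaign, cut at about 16% in these data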;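 also: 0% = DMSO wells and 100% = 60 µM geldanamycin wells; inhibitors lower the luminescence because luciferase stays unfolded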
# AI-2 QS modul: Vibrio harveyi AI-2 quorum sensing modulators, primary screen, JMH597 strain, luminescence/OD600 ratio; Vibrio harveyi JMH597 AI-2 luminescence/OD600 ratio, 9 h; active compounds read low; strain lacks LuxN and CqsS sensors; 0 = neutral-control median; actives 0.4% (n = 300,000); activity change, % at 7.5 µM; in the data active = activity change below about -75%, passing the limit was not always enough; inconclusive = no clear call, values can overlap the other calls;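 also: luminescence divided by OD600 gain over 9 h not by final OD600 alone; inactives centre near 13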
# KLF5 inh: KLF5 expression inhibitors, primary screen, DLD-1 cells, luminescence; actives 0.23% (n = 290,000); inhibition, % at 5 µM; DLD-1 KLF5 promoter-luciferase reporter;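 active = inhibition above a per-plate limit of that plate's mean compound inhibition plus 3 SD, cut at about 60% in these data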;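 also: 0% = DMSO wells and 100% = LY294002 at 200 µM; higher means less KLF5 promoter-driven luciferase light; inactives centre near -14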
# HSF1 activator: HSF-1 activators, primary screen, NIH3T3-HGL cells, MG132 stress, luminescence, single point | NIH3T3-HGL HSF-1 luciferase reporter, 8 h; 100% = twice DMSO control signal | activation, % at 9 µM | actives 1.7% (n = 300,000);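 active = mean replicate activation of at least 50% with a set share of replicates each reaching 50%; inconclusive = only one of those two conditions met; inactive = mean below 50% and too few replicates reaching it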;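 also: 0% = median of the neutral control wells and 100% = twice that signal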
# HSF1 inhib: HSF1 inhibitors in luciferase reporter cells, primary screen, cell-based, NIH3T3, luminescence | activity change, negative = inhibition, % at 7.5 µM (by protocol) | actives 0.77% (n = 300,000) | NIH3T3-HGL HSE-luciferase, MG132-induced, luminescence 8 h; active compounds read low;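 active = more than half of replicate wells show activity change below -50%, luminescence cut by over half; inconclusive = some wells, but at most half, below -50%; inactive = no replicate well below -50%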;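 also: luciferase reports HSF-1 transcriptional activity via heat shock element; 0% = median of DMSO wells and -100% = zero luminescence signal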
# HIF act: HIF pathway transcriptional activators, primary screen, cell-based, U2OS HRE-luciferase, luminescence; U2OS HRE-luciferase reporter; normalized: DMSO 0%, desferrioxamine 100%; activation, % at 7.5 µM (by protocol); actives 0.32% (n = 300,000);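 active = mean activation of at least 10% of the iron chelator positive control signal, with at least half of replicates also reaching 10%; inconclusive = mean and replicate majority disagree about reaching 10%; inactive = mean and most replicates under 10%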
# Numbers without * were called inactive; ? = inconclusive; nt = not tested or not shown. Rows are unselected, and some 4.7% of all compounds hit somewhere here.
Compound	HSF1 activator	aSyn 5UTR inh	AI-2 QS modul	GSK3 alpha inh	HSF1 inhib	HIF act	GSK3beta inhib	IEC-6 cytotox	KLF5 inh	HSP90 refold inh
COc1ccc(S(=O)(=O)N2CCCC(C(=O)N3CCN(C)CC3)C2)cc1C (centres undefined)	-1	4	7	1	-3	0.4	1	-1	-13	3
O=C(O)C1CCCN1S(=O)(=O)c1ccc(Br)cc1 (centres undefined)	13	3	34	0	-1	-16	2	-4	-29	-3
Oc1c(Cl)cc(Cl)cc1C1Nc2ccccc2-n2cccc21 (centres undefined)	-6	-19	13	-5	-2	0.1	1	12	0	6
O=C(O)c1cc2c(cc1Br)OCCCO2	18	-12	2	-2	-1	0.3	-2	5	-24	-2
CCc1ccc(CN(C)C(=O)c2cc(COc3cccc(C(F)(F)F)c3)on2)nc1	15	-3	-83*	2	4	2.1	-1	7	-10	-1
Cc1ccccc1-n1c(SCC(=O)c2c(N)n(C)c(=O)n(C)c2=O)nnc1-c1cccnc1	9	-3	12	-1	0	-0.7	0	-8	-29	-1
CCN1C(=O)/C(=C2/Sc3ccc(OC)cc3N2C)SC1=Nc1cccc(O)c1	24	12	9	-3	2	0.1	4	-2	3	0
COc1ccc(CNc2ncnc3cc(Cl)ccc23)cc1	3	-42	?	-1	-10	-0.1	2	12	-26	-1
COc1ccc2nc(NC(=O)CC3Oc4ccccc4NC3=O)sc2c1 (centres undefined)	-6	4	-1	0	5	0.8	-1	2	-20	-1
CCOC(=O)Cc1csc(/C(=N/O)C(N)=O)n1	3	-19	7	-2	-7	nt	1	10	0	4
COc1ccccc1N1CCN(C(=O)C(C)CS(=O)(=O)c2ccc3c(c2)NC(=O)CS3)CC1 (centres undefined)	11	2	18	0	5	-0.1	-1	-1	-8	-2
O=C(NC(=S)Nc1cccc(Cl)c1)c1cncc(Br)c1	3	-19	8	-2	-3	0.0	1	nt	nt	nt
CC(C)CNC(=S)N1CCN(C)CC1	-2	-35	21	0	-2	0.0	0	0	-6	-2
COc1ccc2c(c1OC)C(=O)OC2Nc1nc(-c2cccc([N+](=O)[O-])c2)cs1 (centres undefined)	24	-55	-5	2	0	0.2	2	-1	-13	5
Cc1oc(-c2cccs2)nc1CN1CCN(CCC(C)C)C(CCO)C1 (centres undefined)	5	-11	19	1	-3	0.0	2	-13	-19	4
COc1ccc(N=C2O/C(=C/c3sc(=S)n(CC4CCCO4)c3O)N=C2C#N)cc1 (centres undefined)	41	-101	17	0	9	-0.3	-11	-10	-21	-1
CN1CCc2c(sc3nc(SCC(=O)N4CCCCC4)n(-c4ccccc4)c(=O)c23)C1	9	1	17	4	1	0.3	1	-2	-14	5
O=C(Nc1ccc(Cl)cc1)Nc1nnc(-c2ccncc2)s1	-7	-4	-1	-1	-16	0.4	-4	-2	-8	6
Cc1csc(NC(=O)c2ccc(C)o2)n1	-18	-161	28	1	-14	1.5	1	-2	-84	8
CCS(=O)(=O)NCCCc1ccccc1	3	8	4	0	-4	1.2	-6	-3	-32	-1
O=C(C1=C[C@@H](c2ccc(C(F)(F)F)cc2)C[C@@H](OCc2ccc(CO)cc2)O1)N1CCOCC1	-13	-10	-1	-3	1	0.6	-18	7	16	4
CCOC(=O)c1cnn(-c2nc(-c3ccccc3F)cs2)c1C(F)(F)F	12	1	-3	0	8	0.9	2	-1	-9	-1
COc1ccc2nc(Nc3nc(-c4ccncc4)cs3)sc2c1	40	-122	15	-4	10	3.4	3	1	-14	-1
COC(=O)c1ccc(OC(=O)C2CC(=O)N(c3ccc(C)cc3C)C2)cc1 (centres undefined)	-5	12	4	0	4	-0.5	3	8	-42	3
O=C(NCCCNC(=O)c1cnccn1)c1ccc(Br)cc1	-5	5	15	-1	-8	0.6	2	-7	-2	2
COc1ccc(OC)c(-c2nc(C(=O)NC3CCN(Cc4ccccc4)CC3)cc3c2[nH]c2ccccc23)c1	-6	-5	39	-2	-2	-0.1	0	18	-14	9
COc1ccc(-n2ncc3c2CC(C)(C)CC3NC(=O)c2ccc(OC)o2)cc1 (centres undefined)	15	-11	7	-1	8	-0.1	0	-1	0	-3
CC(C)(Oc1ccc(Cl)cc1)C(=O)OCn1nnc2ccccc2c1=O	39	1	19	-1	9	0.8	2	-6	-11	0
CS(=O)(=O)c1ccc(Cl)c(NC(=O)COC(=O)Cc2c[nH]c3ccccc23)c1	-4	5	5	-3	0	0.2	-5	nt	nt	nt
O=C(CC1C(=O)NCCN1Cc1ccc(-c2ccccc2)cc1)NCc1ccccc1 (centres undefined)	0	5	40	4	4	0.0	2	12	10	8
CCCc1[nH]nc2c1C(C1CC=CCC1)C(C#N)=C(N)O2 (centres undefined)	11	10	39	0	11	0.1	-1	-5	2	4
O=S(=O)(NCCN1CCCC1)c1ccc(C(F)(F)F)cc1	-12	-15	31	0	-4	-0.1	0	-1	-7	-3
Cc1ccc(OC(=O)CCNC(=O)c2ccccc2Cl)c(Br)c1	15	-1	26	1	8	-0.2	1	nt	nt	nt
O=C(CSc1cccc2cccnc12)OCC(=O)c1ccccc1	-3	-18	7	-2	-8	0.2	3	-5	-33	-2
Cc1cc(C)nc(NS(=O)(=O)c2ccc(NC(=O)Cn3c(=O)oc4ccccc43)cc2)n1	-5	-12	0	0	-3	-0.2	4	7	-9	0
Cn1nc(C(=O)NNC(=O)COc2ccccc2)c2ccccc2c1=O	-8	1	25	-2	-2	-0.1	1	0	-22	1
Cc1cc2c(c(=O)n1Cc1ccco1)C(c1cccnc1)C(C#N)=C(N)O2 (centres undefined)	-1	25	3	2	0	0.0	0	-5	-22	-2
O=C(Nc1cccc(C(=O)Nc2ccc(Cl)cn2)c1)c1ccccc1	7	-32	-2	0	2	1.0	0	8	-30	5
O=C(NCc1ccco1)c1ccc(OCC2CCCO2)cc1 (centres undefined)	6	-33	22	0	2	1.6	3	0	-38	4
CCOc1ccc(C(=O)Nc2c3c(nn2-c2cccc(C)c2C)CS(=O)C3)cc1 (centres undefined)	4	5	5	-1	-5	-0.3	1	-3	32	-2
CCCCNC(=O)Nc1ccc(Br)cn1	9	-49	3	13	-1	1.0	-25	-8	-15	2
CC(C)N1CCC(N2CCN(Cc3cc(F)ccc3-n3cccn3)CC2CCO)CC1 (centres undefined)	-4	-20	13	2	-4	-0.3	1	7	-35	1
Fc1ccc(Cn2c(-c3cscn3)nc3ccccc32)c(Cl)c1	12	40	35	0	2	-2.9	0	2	2	2
CN(CCN1CCOCC1)C(=O)CC1C(=O)NCCN1Cc1ccccc1C(F)(F)F (centres undefined)	-1	-4	7	-2	1	-1.5	nt	-3	-22	1
CCN1CCCC1CNC(=O)C(=O)NCc1ccccc1 (centres undefined)	-8	2	6	-3	4	-0.1	-2	2	-5	2
COCCNc1nc2ccccc2n2cnnc12	-7	-16	14	-1	-1	0.5	2	-2	-5	1
Cc1cc(C)cc(-n2ncc3c2CCCC3NC(=O)C2(C(N)=O)CC2)c1 (centres undefined)	-23	-12	30	-2	-1	-0.1	2	-2	15	1
Clc1ccc(-c2nnc3ccccn23)cc1	-5	0	8	1	-7	0.0	1	-3	4	-5
Cc1ccc2c(c1C)NC(C)CC2C (centres undefined)	-3	-15	34	-2	-9	-23	-1	-3	-27	7
Cc1csc(NC(=O)C(NC(=O)c2ccccc2F)C(C)C)n1 (centres undefined)	-4	-30	28	-1	3	0.1	-9	-20	-25	3
COc1ccc(S(=O)(=O)N2CCN(C(=O)NCc3ccc(C)cc3)CC2)cc1	-17	-1	27	2	-3	-0.6	-1	3	15	1
Cn1c(N)c(N2CCN(c3ccccc3)CC2)c(=O)[nH]c1=O	2	-14	18	-1	4	-0.3	2	-4	-4	-1
COc1ccc(-c2nnc(SC(C(=O)c3c[nH]c4ccccc34)c3ccccc3)n2N)cc1OC (centres undefined)	2	18	23	nt	7	-0.1	1	1	-7	1
CCc1nnc(NC(=O)CSc2nnc(-c3cc4ccccc4cc3O)n2CCOC)s1	31	23	-17	-2	7	-0.1	5	3	-7	2
O=C(COC(=O)c1cc([N+](=O)[O-])ccc1N1CCOCC1)c1ccc(Br)cc1	38	7	-18	1	18	0.7	-2	nt	nt	nt
Cc1ccccc1CN1C(=O)[C@@H]2Cc3c([nH]c4ccccc34)C(C)(C)N2C1=O	10	-15	19	nt	11	0.4	-6	nt	nt	nt

# Further structures.
Compound	HSF1 activator	aSyn 5UTR inh	AI-2 QS modul	GSK3 alpha inh	HSF1 inhib	HIF act	GSK3beta inhib	IEC-6 cytotox	KLF5 inh	HSP90 refold inh
CC(=O)c1cccc(NCC(=O)Nc2cc(S(=O)(=O)N3CCCCC3)ccc2C)c1	8	32	24	-2	16	-0.3	1	-1	-4	2
O=Cc1cccn1Cc1ccccc1[N+](=O)[O-]	20	-14	22	0	5	-0.4	-1	4	-3	4
O=[N+]([O-])c1ccc(-c2cnc3ccccc3n2)cc1	35	-124	31	-2	21	1.9	0	4	-119	0
CCOc1ccc(/C=N/NC(=O)Cc2cccs2)cc1	9	-85	-19	-2	0	0.6	1	-3	-35	-2
Cc1ccc(C(=O)O)cc1N1C(=O)c2cccc3c([N+](=O)[O-])ccc(c23)C1=O	-10	-10	8	22	-9	0.8	-2	-5	-12	3
Cc1ccsc1C(=O)OCc1nc2ccccc2c(=O)[nH]1	-6	14	-7	-42	-3	-0.5	-7	7	-11	-1
O=C(CCC(=O)c1cccs1)Nc1nc2ccccc2s1	11	-51	-87*	-5	2	0.6	-8	nt	nt	nt
Cc1ccc(NC(=O)C2CCN(S(C)(=O)=O)CC2)c(C)c1	5	0	13	-1	-1	-0.3	1	-8	-36	-1
Cc1ccc2c(c1)N1C(=O)c3ccccc3C1C1=C(CC(C)(C)CC1=O)N2 (centres undefined)	-6	41	-1	5	0	-1.2	4	-2	-17	6
CNC(=S)Nc1cc(C(F)(F)F)ccc1Cl	-1	10	28	2	5	-0.2	2	4	1	1
